hERG protect: hERG rescue from dofetilide block, primary screen, cell-based, CHO-hERG, FluxOR thallium flux, dofetilide IC70; Voltage-gated inwardly rectifying potassium channel KCNH2 (Homo sapiens), Q12809; dofetilide IC70 present; activation (rescue from dofetilide block), less the hit threshold, % at 10 µM; 0.51% of 310,000 active;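 active = activation above the mean of controls blocked by dofetilide plus 5 SD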;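 also: thallium influx through hERG after potassium depolarization seen as dye fluorescence rise; in these data hits start at about 4.7%; inactives centre near -7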
KCNK3 block: human KCNK3 channel inhibitors, primary screen, CHO cells, FluxOR thallium flux, B-score; Potassium channel subfamily K member 3 (Homo sapiens), O14649; FluxOR fluorescence; stronger effect = lower value; B-score at 10 µM; 0.84% of 340,000 active; AID 602410, 2012;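 active = B-score under library mean minus 4 SD, starting fluorescence ratio at most library mean plus 5 SD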;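 also: more negative B-score means stronger inhibition of thallium flux through KCNK3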
KCNQ1 inh: inhibitors of human KCNQ1 channel, primary screen, cell-based, thallium flux, high-throughput; Potassium voltage-gated channel subfamily KQT member 1 (Homo sapiens), P51787; CHO-K1 KCNQ1, FluxOR thallium flux fluorescence; stronger effect = higher value; B-score at 10 µM; 1.3% of 310,000 active; AID 2642, 2010;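 active = compounds whose thallium flux B-score, printed positive for inhibition, exceeds three library SD while starting fluorescence stays within three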;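 also: channel opened by potassium depolarization with thallium stimulus after 20 min compound exposure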
PolyA inhibitor: polyadenylation inhibitors in yeast reporter cells, primary screen, luminescence, S. cerevisiae. S. cerevisiae SKY197-pL101 polyadenylation reporter, beta-gal luminescence; efflux-impaired pdr1/pdr3 knockout yeast; score 100 = 6 SD above DMSO. calls only at 12 µM. 0.02% of 300,000 active. AID 1875, 2009;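 active = lowest replicate activity score at least 50, where 100 means six control SD above control mean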;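 also: yeast exposed to compound for 9 h at 30 °C; higher score means more reporter readthrough which indicates perturbed polyadenylation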
KCNK9 inh: KCNK9 potassium channel inhibitors, primary screen, HEK293 cells, thallium flux | Potassium channel subfamily K member 9 (Homo sapiens), Q9NPC2 | FluxOR thallium flux fluorescence; stronger effect = lower value | B-score at 10 µM | 1.2% of 310,000 active;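 active = ratio B-score over 3 SD below the library mean, with starting fluorescence within 5 SD of its mean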;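 also: negative B-score means less thallium flux so channel inhibition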
Target sequence (Q9NPC2 whole entry, looked up): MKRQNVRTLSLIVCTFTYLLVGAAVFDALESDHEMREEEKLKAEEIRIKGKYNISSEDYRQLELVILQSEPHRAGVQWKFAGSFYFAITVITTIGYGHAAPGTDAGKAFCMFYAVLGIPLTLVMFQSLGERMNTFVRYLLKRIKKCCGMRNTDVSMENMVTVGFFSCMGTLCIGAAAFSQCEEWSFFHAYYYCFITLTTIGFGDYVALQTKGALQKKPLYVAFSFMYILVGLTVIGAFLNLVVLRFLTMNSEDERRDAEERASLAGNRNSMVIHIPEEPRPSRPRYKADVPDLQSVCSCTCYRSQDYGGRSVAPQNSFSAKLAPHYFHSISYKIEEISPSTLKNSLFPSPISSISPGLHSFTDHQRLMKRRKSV
KCNQ1 pot: potentiators or activators of KCNQ1 channel, primary screen, cell-based, thallium flux, high-throughput | Potassium voltage-gated channel subfamily KQT member 1 (Homo sapiens), P51787 | CHO-K1 KCNQ1, thallium flux FluxOR fluorescence; stronger effect = higher value | B-score at 10 µM | 0.35% of 310,000 active;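 active = fluorescence ratio B-score, a plate-corrected score, at least three library SD, with initial intensity B-score within 5 SD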
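System: Stable KCNQ1 CHO-K1 line | Incubation: 90 min dye loading and 20 min compound exposure, both at room temperature | Measure: Ratio B score | Medium: Assay buffer for compound exposure, DMSO matched across wells | Compound dosing: Single-concentration screen | Probe or stimulus: K+/Tl+ depolarizing stimulus | Measured by: Kinetic FluxOR fluorescence, 10 s baseline plus 110 s post-stimulus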
DYRK1A inh: rat Dyrk1A kinase inhibitors, primary screen, biochemical, single point, plate reader; Dual specificity tyrosine-phosphorylation-regulated kinase 1A (Rattus norvegicus), Q63470; ADP-Glo luminescence, NFATc1 peptide; inhibition, % at 12.5 µM; 0.43% of 310,000 active; in the data active = inhibition above about 50%;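 also: plate controls were vehicle with enzyme for no effect and no enzyme for full effect; many of its hits are not listed in these tables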
RGS4 block: RGS4 inhibitors, primary screen, cell-based, HEK293 M3R inducible RGS4, calcium flux; Regulator of G-protein signaling 4 (Homo sapiens), P49798; Fluo-4 calcium flux; stronger effect = higher value; triggered by carbachol at its EC20; B-score at 10 µM; 0.45% of 310,000 active; AID 463165, 2010;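 active = B-score, a plate-corrected calcium signal, over three deviations above library mean, with baseline fluorescence within five deviations of library mean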;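 also: RGS4 expression induced by doxycycline in cells with stable M3 receptor; B-score is computed from the integrated fluorescence ratio over baseline after carbachol; higher B-score means a larger calcium signal and so more RGS4 inhibition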
Target sequence (P49798 whole entry, looked up): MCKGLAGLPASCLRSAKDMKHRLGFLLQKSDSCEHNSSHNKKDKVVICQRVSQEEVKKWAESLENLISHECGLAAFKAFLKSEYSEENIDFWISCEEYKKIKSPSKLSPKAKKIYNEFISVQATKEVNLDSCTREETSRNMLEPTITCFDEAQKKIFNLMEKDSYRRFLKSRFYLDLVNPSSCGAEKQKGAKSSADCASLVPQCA
GSK3 alpha inh: blockers of GSK3A enzyme activity – biochemical, luminescence, cell-free homogeneous, HTS, primary screen; Glycogen synthase kinase-3 alpha (Homo sapiens), P49840; GSK-3 alpha kinase, ADP-Glo luminescence, 60 min; inhibition, % at 10 µM; 0.1% of 320,000 active; AID 2650, 2010;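 in the data active = inhibition above about 50%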;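 also: GST-tagged GSK-3 alpha with peptide substrate and 25 µM ATP; 0% = DMSO neutral wells and 100% = GW8510 positive control wells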
Target sequence (P49840 whole entry, looked up): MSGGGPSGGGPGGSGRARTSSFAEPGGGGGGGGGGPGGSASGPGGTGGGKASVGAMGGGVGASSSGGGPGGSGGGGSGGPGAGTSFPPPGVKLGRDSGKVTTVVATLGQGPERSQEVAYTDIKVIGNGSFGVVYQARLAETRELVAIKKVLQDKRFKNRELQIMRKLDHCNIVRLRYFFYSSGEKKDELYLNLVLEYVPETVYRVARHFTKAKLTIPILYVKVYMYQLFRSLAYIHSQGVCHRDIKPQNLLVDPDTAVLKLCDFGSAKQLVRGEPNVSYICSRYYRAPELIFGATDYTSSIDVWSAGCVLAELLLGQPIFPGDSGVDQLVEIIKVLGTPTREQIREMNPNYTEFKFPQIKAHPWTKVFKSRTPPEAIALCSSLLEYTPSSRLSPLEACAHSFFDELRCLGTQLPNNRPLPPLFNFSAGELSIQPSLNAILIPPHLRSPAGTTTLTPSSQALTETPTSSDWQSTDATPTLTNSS
GSK3B inh: human GSK3beta kinase inhibitors, primary screen, biochemical, cell-free homogeneous, HTS | Glycogen synthase kinase-3 beta (Homo sapiens), P49841 | GST-GSK3beta kinase, ADP-Glo luminescence, 60 min; stronger effect = lower value | activity score (negative = inhibition), % at 10 µM | 0.038% of 300,000 active;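 active = more than half of replicate wells score below -50%, meaning over 50% inhibition versus plate controls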;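 also: 0% = median DMSO wells and -100% = median GW8510 positive control wells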
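Test system: GST-fused GSK3beta enzyme, cell-free | Quantity: 1.6 ng GST-GSK3beta enzyme per well | Reagent: 25 µM ATP with peptide substrate | Schedule: 60 min enzyme reaction, room temperature | Signal: Luminescent ADP-Glo measurement of ADP formed | Read-out basis: Score relative to plate controls | Control set: DMSO and 20 µM GW8510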
RGS4 act: RGS4 potentiators or activators, primary screen, cell-based, HEK293 M3R inducible RGS4, calcium flux. AID 463111, 2010. 0.92% of 310,000 active. carbachol calcium flux Fluo4; stronger effect = lower value. B-score at 10 µM;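 active = B-score of the integrated calcium signal more than 4 SD below the library mean, with starting fluorescence not abnormally high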;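 also: negative B-score means reduced calcium response which marks RGS4 activation or potentiation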
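Test system: HEK293 cells with stable M3R and inducible RGS4; also added: carbachol at ECmax as muscarinic agonist stimulus; schedule: dye loading 30 min 37 °C, buffer rest 30 min RT; technique: kinetic calcium fluorescence imaging with Fluo4-AM dye, 2 µM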
* marks the source's active call; other numbers are inactive results; i = inactive; x = no result given.

SMILES	hERG protect	KCNK3 block	KCNQ1 inh	PolyA inhibitor	KCNK9 inh	KCNQ1 pot	DYRK1A inh	RGS4 block	GSK3 alpha inh	GSK3B inh	RGS4 act
CN(C)CCCNc1cc(C(C)(C)C)nc2c(-c3ccc(Cl)cc3)cnn12	-12.0	i	i	i	i	i	14.1	i	8.7	-18.2	i
CCOC(=O)CN1C(=O)NC(C)(c2ccc(OC(F)F)cc2)C1=O (configuration not stated)	-9.7	i	i	i	i	i	-0.2	i	-0.9	0.0	i
C/C(CC(=O)Nc1cccc2c1CCCC2)=N\NC(=O)c1ccccc1N	-9.6	i	i	i	i	i	11.3	i	-1.7	0.7	i
COC(=O)c1ccc(OS(=O)(=O)N(C)C)cc1	-11.5	i	i	i	i	i	0.4	i	-2.2	0.8	i
Nc1nnnn1/N=C/c1cccc(Oc2ccccc2)c1	-9.6	i	i	i	i	i	-6.6	i	-1.7	1.0	i
C=CCN1C(=O)NC(c2ccccc2)(C(F)(F)F)S/C1=C(\C#N)c1nnc(N2CCOCC2)n1-c1ccccc1 (configuration not stated)	-9.2	i	i	i	i	i	-2.8	i	-1.0	3.0	i
Cc1ccc(OS(=O)(=O)c2ccc(-c3csc(C)n3)s2)c(C)c1	-21.0	i	i	i	i	i	-0.9	i	0.0	-0.5	-9.64*
COCCNCc1ccc(C(C)C)cc1	-1.8	i	i	i	i	i	4.9	i	2.7	1.1	i
O=S(=O)(NCc1ccccc1Br)c1cccs1	-10.7	i	i	i	i	i	2.5	i	1.7	-0.2	i
CC(=O)c1cccc(Nc2cc(C)nc3c(C)cc(C)cc23)c1	-19.0	i	i	i	i	i	0.8	i	2.8	-2.9	i
O=C(NC(N1CCOCC1)C(Cl)(Cl)Cl)c1ccc(Br)cc1 (configuration not stated)	-26.9	i	i	i	i	i	1.4	i	0.6	1.8	i
Cc1ccc(N(Cc2cc3ccccc3[nH]c2=O)S(=O)(=O)c2ccccc2)cc1	-5.0	i	i	i	i	i	-4.5	i	0.4	3.0	i
COc1ccc(CC(=O)O/N=C(\N)Cc2cccc3ccccc23)cc1OC	-10.7	i	i	i	i	i	-3.8	i	-1.2	-1.1	i
CCN(C(=O)C1CCN(S(=O)(=O)c2cccc3nonc23)CC1)c1ccccc1	-10.2	i	i	i	i	i	4.0	i	-0.9	-3.7	i
CSc1nc(N2CCOCC2)c2c3c(sc2n1)CCCC3	-4.5	i	i	i	i	i	17.0	i	4.3	-0.5	i
COC(=O)c1ccc(CN2CCc3ccccc32)cc1	-0.5	i	i	i	i	i	0.4	i	-2.8	0.5	i
Cc1ccccc1CC(=O)Nc1cc(C(C)(C)C)on1	-4.2	i	i	i	i	i	x	i	-1.6	-0.9	i
COC(=O)c1sc(NC(=O)CSc2nnnn2-c2cccc(OC)c2)nc1C	-5.0	i	i	i	i	i	-6.5	i	-0.5	0.8	i
O=C(NCCC(=O)N1CCC2(CC1)NCCc1[nH]cnc12)c1cccc(Cl)c1	-6.2	i	i	i	i	i	7.5	i	-3.2	2.6	i
CCOc1ncccc1C(=O)N(CC)CC(=O)NCc1ccc(Cl)cc1	-1.9	i	i	i	i	i	0.5	i	-1.7	-1.7	i

The final two compounds of the part above come first, to join the parts.
SMILES	hERG protect	KCNK3 block	KCNQ1 inh	PolyA inhibitor	KCNK9 inh	KCNQ1 pot	DYRK1A inh	RGS4 block	GSK3 alpha inh	GSK3B inh	RGS4 act
O=C(NCCC(=O)N1CCC2(CC1)NCCc1[nH]cnc12)c1cccc(Cl)c1	-6.2	i	i	i	i	i	7.5	i	-3.2	2.6	i
CCOc1ncccc1C(=O)N(CC)CC(=O)NCc1ccc(Cl)cc1	-1.9	i	i	i	i	i	0.5	i	-1.7	-1.7	i
COc1ccc(OC)c(NC(=O)Cc2ccc(NC3=NC4CS(=O)(=O)CC4S3)cc2)c1 (configuration not stated)	-8.4	i	i	i	i	i	-3.2	i	1.1	-1.8	i
Cc1cccc(NC(=S)NCCO)c1C	-5.1	i	i	i	i	i	1.8	i	0.7	-6.2	i
Cc1cccc(-c2ncc(CN3CCCC(CO)(Cc4ccccc4C)C3)cn2)c1 (configuration not stated)	-16.7	i	i	i	i	i	2.1	i	-2.7	1.9	i
COC(=O)CCC(=O)OC1(C)C(=O)C=C2C=C3CCCN3C=C2C1=O (configuration not stated)	-5.9	i	i	i	i	i	31.9	i	0.5	0.7	i
Cc1ccc(CCNC(=O)CCS(=O)(=O)c2cc3c(cc2C)NC(=O)CO3)cc1	-8.7	i	i	i	i	i	-7.8	i	-1.6	1.7	i
Clc1ccc(OCCSCc2nc3ccccc3[nH]2)cc1	-14.2	i	i	i	i	i	0.1	i	-1.2	-3.4	i
COC(=O)CCC(=O)Nc1ccc(N=Nc2ccccc2)cc1	-6.6	i	i	i	i	i	-2.9	i	-0.2	2.7	i
Clc1ncnc2c1oc1ccccc12	-17.9	i	i	i	i	i	-4.0	i	-1.7	3.0	i
COCc1cc([C@@H]2C[C@H]3CN(c4ccccc4)C(=O)[C@]34CCCN24)ccc1OC	-8.9	i	i	i	i	i	-0.9	i	x	0.3	i
CCOCCCNC(=O)C1CCN(c2cc(C)nc3c(-c4ccc(OC)c(OC)c4)c(C)nn23)CC1	-5.3	i	i	i	i	i	-1.5	i	1.1	-1.2	i
CCOC(=O)Nc1ccc2c(CN3CCN(S(=O)(=O)c4ccccc4)CC3)cc(=O)oc2c1	-12.5	i	i	i	i	i	3.4	i	0.1	1.6	i
O=C(NC1CCCC1)c1ccc2c(c1)N(Cc1ccccc1)CCS2	-1.8	i	i	i	i	i	1.6	i	0.2	-0.5	i
Cn1c(SCC(=O)c2ccc(F)cc2)nnc1-c1ccccc1N	-7.5	i	i	i	i	i	-1.2	i	-3.0	3.8	i
Cc1nc(CCNC(=O)CC2C(=O)NCCN2Cc2ccoc2)nc2c1CCCC2 (configuration not stated)	-6.3	i	i	i	i	i	-1.6	i	-4.4	-3.4	i
CC(=O)c1c(N)[nH]c(-c2ccccc2)nc1=S	1.0	i	i	i	i	i	-2.5	i	-1.9	2.8	i
O=c1ccc(Oc2nc(N3CCOCC3)nc(N3CCOCC3)n2)n[nH]1	-8.8	i	i	i	i	i	-2.0	i	0.6	3.1	i
CCOc1ccc2[nH]c(S(=O)(=O)CC)nc2c1Cl	-3.6	i	i	i	i	i	3.1	i	-1.3	-0.1	i
CCOc1ccccc1N1CCN(C(=O)CCNS(=O)(=O)c2ccccc2F)CC1	-17.6	i	i	i	i	i	2.9	i	-3.3	1.4	i
Cn1cnnc1SCC(=O)NCCC(c1ccccc1)c1ccccc1	-6.7	i	i	i	i	i	3.9	i	-0.1	2.2	i
O=C1CC(N2CCN(C3CC(=O)N(CCc4ccccc4)C3=O)CC2)C(=O)N1CCc1ccccc1 (configuration not stated)	-3.1	i	i	i	i	i	-2.8	i	-4.1	-0.5	i

An excerpt from above in order of their number in GSK3 alpha inh, low to high:
| smiles | GSK3 alpha inh |
| --- | --- |
| Cc1nc(CCNC(=O)CC2C(=O)NCCN2Cc2ccoc2)nc2c1CCCC2 (configuration not stated) | -4.4 |
| COC(=O)c1ccc(CN2CCc3ccccc32)cc1 | -2.8 |
| Clc1ncnc2c1oc1ccccc12 | -1.7 |
| COC(=O)c1sc(NC(=O)CSc2nnnn2-c2cccc(OC)c2)nc1C | -0.5 |

Next part.
SMILES	hERG protect	KCNK3 block	KCNQ1 inh	PolyA inhibitor	KCNK9 inh	KCNQ1 pot	DYRK1A inh	RGS4 block	GSK3 alpha inh	GSK3B inh	RGS4 act
CCOC(=O)C1(C/C(C)=N/NC(N)=O)CC(C)OC1=O (configuration not stated)	-7.2	i	i	i	i	i	0.3	i	x	-3.0	i
COc1ccc(C(=O)N/C(=C\c2cn(C)c3ccccc23)C(=O)OCC(C)C)cc1	-1.8	i	i	i	i	i	-3.8	i	-0.4	8.1	i
CCCS(=O)(=O)N1CCCC(C(=O)N2CCOCC2)C1 (configuration not stated)	-3.9	i	i	i	i	i	1.2	i	0.7	-0.6	i
COc1ccccc1NS(=O)(=O)c1cc2c(cc1C)NC(=O)CO2	-4.8	i	i	i	i	i	-3.3	i	-1.1	3.7	i
Cc1cccc(OCc2nnc(SCC(=O)N(C(C)C)C(C)C)n2Cc2ccco2)c1C	-9.1	i	i	i	i	i	-4.1	i	0.3	0.9	i
Cc1cc(C=O)c(C)n1-c1ccc2c(c1)OCO2	-6.6	i	i	i	i	i	2.3	i	0.3	-2.2	i
CCCOc1cc(C)nc(-c2ccccc2O)n1	-4.1	i	i	i	i	i	-6.8	i	-2.9	-26.5	i
CC(CNC(=O)C1CCCN(S(=O)(=O)N2CCOCC2)C1)c1ccccc1 (configuration not stated)	-5.1	i	i	i	i	i	x	i	-0.9	-0.3	i
CCOC(=O)c1sc(NC(=O)CSc2nnnn2-c2ccc(C)c(C)c2)nc1C	-0.8	i	i	i	i	i	-6.1	i	1.9	3.6	i
Cc1cc(C)n(CC(=O)N2CCCC(N3CCN(c4cccc(C(F)(F)F)c4)CC3)C2)n1 (configuration not stated)	-11.7	i	i	i	i	i	-3.2	i	-0.2	-8.5	i
O=C(O)c1cc(-c2cccnc2)nn1-c1ccccn1	-3.6	i	i	i	i	i	-2.2	i	-1.7	-24.8	i

Bioassay records deposited in PubChem by several laboratories.

A portion of the library (hit frequency here may not be typical).
